FBW7 act: activators of human E3 ligase FBW7 | Q969H0 | AlphaScreen FBW7–phospho-cyclin E peptide binding, activator screen | normalized activity (activation), % at 26.1 µM | 650,000 compounds, 0.13% hits | AID 1259310; in the data active means normalized activity above about 1.9%;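 further: purified mutant Fbw7 with reduced substrate affinity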
MITF inh: inhibitors of human MITF. AlphaScreen MITF homodimerization, bead proximity signal. O75030. inhibition, % at 2.6 µM. AID 1259374. 650,000 compounds, 0.91% hits; in the data active means inhibition above about 50%;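 further: 0% = vehicle wells with protein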
Target sequence (O75030 whole entry, looked up): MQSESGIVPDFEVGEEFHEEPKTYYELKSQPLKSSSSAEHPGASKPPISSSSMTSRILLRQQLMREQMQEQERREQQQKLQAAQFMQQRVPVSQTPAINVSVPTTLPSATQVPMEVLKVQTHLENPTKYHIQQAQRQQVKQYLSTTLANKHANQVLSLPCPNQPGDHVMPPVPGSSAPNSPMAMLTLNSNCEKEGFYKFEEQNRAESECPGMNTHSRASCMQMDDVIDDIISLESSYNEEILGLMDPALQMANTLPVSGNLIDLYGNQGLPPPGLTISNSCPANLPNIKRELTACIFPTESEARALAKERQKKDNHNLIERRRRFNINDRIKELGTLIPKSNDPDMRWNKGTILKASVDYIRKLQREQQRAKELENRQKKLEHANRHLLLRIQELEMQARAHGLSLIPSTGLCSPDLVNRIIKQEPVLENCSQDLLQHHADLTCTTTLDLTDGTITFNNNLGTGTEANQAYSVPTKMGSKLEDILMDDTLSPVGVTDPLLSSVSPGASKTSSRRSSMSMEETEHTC
TEAD-YAP block: TEAD-YAP interaction inhibition | inhibition, % at 9.12 µM | 640,000 compounds, 1.4% hits | HEK-TIYL cells, TEAD-Gal4/YAP UAS-luciferase luminescence; in the data active means inhibition above about 32%;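 further: 0% = median of test compound wells and 100% = reference inhibitor wells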
GPR151 ag: activates the human receptor GPR151; activation, % at 11.2 µM; AID 1508602; 650,000 compounds, 1% hits; PathHunter beta-arrestin GPR151 cells, luminescence; in the data active means activation above about 4.9%;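 further: 0% = median of compound wells and 100% = cells with positive control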
Target sequence (Q8TDV0 whole entry, looked up): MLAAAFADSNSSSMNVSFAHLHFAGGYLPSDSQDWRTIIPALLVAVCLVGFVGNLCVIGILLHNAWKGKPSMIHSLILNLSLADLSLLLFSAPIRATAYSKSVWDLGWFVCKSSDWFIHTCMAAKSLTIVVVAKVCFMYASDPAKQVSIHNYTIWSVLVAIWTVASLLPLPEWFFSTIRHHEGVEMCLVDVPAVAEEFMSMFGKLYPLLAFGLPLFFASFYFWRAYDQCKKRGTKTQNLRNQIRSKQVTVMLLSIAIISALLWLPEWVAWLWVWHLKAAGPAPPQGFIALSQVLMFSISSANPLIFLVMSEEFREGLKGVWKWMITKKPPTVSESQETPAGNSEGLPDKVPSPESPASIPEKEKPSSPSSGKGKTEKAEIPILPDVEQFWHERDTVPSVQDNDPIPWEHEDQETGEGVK
* marks the source's active call; other numbers are inactive results.

# | structure | FBW7 act | MITF inh
1 | COC(=O)c1ccc(NC2=NCCCCC2)s1 | 0.6 | -4
2 | CC1=C(C(=O)Nc2nc3ccccc3s2)C(c2ccc3c(c2)OCO3)C2=C(CC(C)(C)CC2=O)N1 (configuration not stated) | 0.2 | -7
3 | C=CCN1CCN(C(c2ccc(F)cc2)c2nnnn2CC2CCCO2)CC1 (configuration not stated) | 0.2 | 5
4 | Cc1ccccc1C1N2CC3([N+](=O)[O-])CN1CC([N+](=O)[O-])(C2)C3(C)C (configuration not stated) | 0.1 | 18
5 | O=C(CNC(=S)NC(=O)c1ccc(Br)o1)c1ccccc1 | -0.1 | -1
6 | COC(=O)c1ccc(NC(=O)CC2C(=O)N(c3ccc(C)cc3)C(=O)N2CC(C)C)cc1 (configuration not stated) | 0.3 | 11
7 | c1ccc2c(c1)OCC(c1nc3ncc(-c4cn[nH]c4)cc3[nH]1)O2 (configuration not stated) | 0.2 | 7
8 | O=C(NC1C2CC3CC(C2)CC1C3)c1ccc(N2CCCC2)c([N+](=O)[O-])c1 (configuration not stated) | -0.1 | 5
9 | Cc1ccc(CCN2CC(C(=O)NCCCN3CCC(C)CC3)CC2=O)cc1 (configuration not stated) | 0.1 | 1
10 | O=C(NCc1cccnc1)c1csc(Nc2ccc3ncccc3c2)n1 | 0.1 | -3
11 | Cc1ccc(C)n1-c1ccc(C(=O)NCC(c2ccco2)N(C)C)cc1 (configuration not stated) | 0.1 | 9
12 | CCOc1ccc(/C=C2N=C(/C=C/c3ccc([N+](=O)[O-])cc3)OC/2=O)cc1 | 0.1 | -11

# | TEAD-YAP block | GPR151 ag
1 | -28 | 1.9
2 | 6 | 0.0
3 | 4 | -0.8
4 | -11 | -1.2
5 | 1 | 0.5
6 | -33 | -0.9
7 | -47 | -1.5
8 | 0 | -0.7
9 | 3 | -0.3
10 | 11 | -0.2
11 | -2 | 0.8
12 | 7 | 1.0

Other structures.
# | structure | FBW7 act | MITF inh
13 | CC1CCC(NC(=O)c2ccccc2N)CC1 (configuration not stated) | 0.3 | -22
14 | CCN(CC)S(=O)(=O)c1cccc(C(=O)Oc2cccc(NC(=O)c3cccc(OC)c3)c2)c1 | 0.0 | -2
15 | CCOC(=O)C1=C(c2ccccc2)OC(N)=C(C#N)C1c1ccc(Br)s1 (configuration not stated) | -0.2 | 6
16 | CCCCNC(=O)NC(=O)c1c(C)cc(Cl)nc1Cl | 0.0 | 6
17 | CC1=C(C(=O)OC(C)C)C(c2ccc(F)cc2)C2=C(CC(c3ccc(Cl)cc3)CC2=O)N1 (configuration not stated) | 0.3 | -10
18 | N#CC1=C(N)OC2=C(CN(Cc3ccccc3)C/C2=C\c2ccsc2)C1c1ccsc1 (configuration not stated) | -0.1 | 4
19 | O=Cc1ccccc1-c1ccc(NCC(F)(F)F)nc1 | -0.6 | 4
20 | COc1ccc2c(C)cc(NNC(=O)c3ccc(S(=O)(=O)N(C)C)cc3)nc2c1 | 0.1 | 18
21 | O=C(CCc1ccccc1)Nc1nnc(Cc2ccc3c(c2)OCCO3)o1 | -0.2 | 13
22 | Cc1ccc(NCC(=O)NNC2=NCCC2)c(C)c1 | 0.0 | 10
23 | C=CCNC(=O)Cn1nc(-c2ccccc2)ccc1=O | -0.3 | -3
24 | NS(=O)(=O)c1cc2c3c(cccc3c1)C(=O)NC2=O | -0.1 | -2

# | TEAD-YAP block | GPR151 ag
13 | 1 | -4.5
14 | 26 | -4.1
15 | 10 | 0.2
16 | 4 | 2.3
17 | 10 | 0.5
18 | 8 | -0.7
19 | -31 | -0.3
20 | 14 | 0.7
21 | -1 | 0.4
22 | 9 | 0.0
23 | -7 | -0.1
24 | -7 | 0.7

New compounds follow
# | structure | FBW7 act | MITF inh
25 | Cc1cc(SCc2cccc([N+](=O)[O-])c2)nc(=O)[nH]1 | 0.0 | 3
26 | O=C(CNc1ccc(F)cc1)N/N=C/C1CC=CCC1 (configuration not stated) | -0.1 | -6
27 | CC1=C(C(=O)OCCc2ccccc2)C(c2ccccc2)C2=C(CC(C)(C)CC2=O)N1 (configuration not stated) | -0.2 | -3
28 | CCc1cccc2c1N=C/C2=C\c1c(O)n(CC)c(=S)[nH]c1=O | -0.5 | -12
29 | CCOC(=O)c1c(NC(=O)C(C)Sc2nnc(CNC(=O)COc3ccccc3)n2-c2ccc(OCC)cc2)sc2c1CCC2 (configuration not stated) | 0.2 | 6
30 | CCC(=O)Nc1ccc(Br)c(C)c1C | 0.2 | 16
31 | CCCOc1ccc(CNC(=O)C(CC)n2nc(C)n3c(cc4occc43)c2=O)cc1 (configuration not stated) | 0.1 | 3
32 | O=C(N=C1N=C2C=CC(I)=CN2Cc2ccccc21)c1cccs1 | 0.2 | 10
33 | O=S1(=O)CCC(NC(=S)Nc2ccc(OC(F)F)cc2)C1 (configuration not stated) | -0.2 | -8
34 | O=Cc1cc2cc3c(cc2[nH]c1=O)OCO3 | -0.2 | 9
35 | Nc1ccc2cc3c(nc2n1)CCN(Cc1ccccc1OC(F)F)C3 | -0.2 | 8
36 | CN(CC(=O)Nc1ccc(F)c(Cl)c1)S(=O)(=O)c1cccc2cccnc12 | 0.0 | 4

# | TEAD-YAP block | GPR151 ag
25 | -14 | 0.2
26 | -1 | -0.7
27 | 1 | -1.0
28 | 10 | 2.7
29 | 2 | 0.7
30 | -3 | -1.2
31 | 5 | -0.3
32 | -32 | -0.4
33 | 41* | -0.2
34 | -1 | -0.9
35 | 3 | 2.9
36 | 1 | 1.3

Individual results from the list:
Cc1cc(SCc2cccc([N+](=O)[O-])c2)nc(=O)[nH]1 in GPR151 ag shows 0.2
CCCOc1ccc(CNC(=O)C(CC)n2nc(C)n3c(cc4occc43)c2=O)cc1 (configuration not stated) in GPR151 ag shows -0.3
CC1=C(C(=O)OCCc2ccccc2)C(c2ccccc2)C2=C(CC(C)(C)CC2=O)N1 (configuration not stated) in FBW7 act shows -0.2
O=S1(=O)CCC(NC(=S)Nc2ccc(OC(F)F)cc2)C1 (configuration not stated) in MITF inh shows -8
O=C(CNc1ccc(F)cc1)N/N=C/C1CC=CCC1 (configuration not stated) in FBW7 act shows -0.1
Nc1ccc2cc3c(nc2n1)CCN(Cc1ccccc1OC(F)F)C3 in MITF inh shows 8

Part of the list above, with two lines to a compound.
Order of values – FBW7 act	MITF inh	TEAD-YAP block	GPR151 ag
[27] CC1=C(C(=O)OCCc2ccccc2)C(c2ccccc2)C2=C(CC(C)(C)CC2=O)N1 (configuration not stated)
 : -0.2	-3	1	-1.0
[28] CCc1cccc2c1N=C/C2=C\c1c(O)n(CC)c(=S)[nH]c1=O
 : -0.5	-12	10	2.7
[29] CCOC(=O)c1c(NC(=O)C(C)Sc2nnc(CNC(=O)COc3ccccc3)n2-c2ccc(OCC)cc2)sc2c1CCC2 (configuration not stated)
 : 0.2	6	2	0.7

Other structures follow:
# | structure | FBW7 act | MITF inh
37 | Brc1ccc(-c2nc(N3CCC(Cc4ccccc4)CC3)c3ccccc3n2)cc1 | 0.9 | -4
38 | CCCCn1c(N)c(N(Cc2ccco2)C(=O)/C=C/c2ccco2)c(=O)[nH]c1=O | -0.2 | 1
39 | CCOC(=O)Cn1c(C)c(/C=C(\C#N)C(=O)Nc2ccccc2F)c2ccccc21 | -0.4 | -14
40 | S=C1NCCOCCOCCOCCOCCNC(=S)NCCOCCOCCOCCOCCN1 | 0.1 | -4
41 | CC(C)N(CC(O)COc1ccc(OCC(O)CN(C(C)C)C(C)C)cc1)C(C)C (configuration not stated) | 0.8 | 3
42 | COc1ccc(NS(=O)(=O)c2cccc(Cl)c2)cc1 | -0.2 | 1
43 | O=C(O)c1ccc(S(=O)(=O)c2ccc3c(c2)C(=O)N(c2ccccn2)C3=O)cc1 | 0.2 | 12
44 | Fc1ccc2c(c1)nc(C(F)(F)F)n2C1CCNCC1 | -0.1 | -2
45 | O=C(CCc1ccccc1)N1CCN(c2nc3ccccc3s2)CC1 | -0.1 | -2
46 | CCOc1ccc(CN2CCC(N3CCCC(C)C3)CC2)cc1 (configuration not stated) | -0.1 | 53*
47 | CC(C)(C)c1ccc(CSc2nc(-c3cccs3)cc(-c3ccc(Cl)cc3)c2C#N)cc1 | -0.4 | -11
48 | CSc1ccc(C2C=C(c3ccc(Cl)s3)Nc3ncnn32)cc1 (configuration not stated) | -0.2 | 7

# | TEAD-YAP block | GPR151 ag
37 | -9 | 2.4
38 | 5 | 1.3
39 | -3 | 0.1
40 | -11 | -2.4
41 | 7 | 1.0
42 | 7 | 0.5
43 | 0 | 1.5
44 | -18 | -0.8
45 | -24 | 0.6
46 | -3 | 0.0
47 | -7 | -1.0
48 | -15 | -0.2

(cont.)
# | structure | FBW7 act | MITF inh
49 | CCOC(=O)c1ccc(NC(=O)CSc2nc3ccccc3c(=O)n2CC2CCCO2)cc1 (configuration not stated) | 0.1 | 14
50 | C[C@@H](OCc1ccccc1)[C@@H]1NC(=O)[C@H]2CN(Cc3cccc4cccnc34)CCN2C1=O | 0.0 | -14
51 | Cc1nc(SCC(=O)Nc2sc3c(c2C(N)=O)CCC3)c2c3c(sc2n1)CCCC3 | -0.2 | -8
52 | COc1ccc(Cl)cc1NC(=O)CCCC(=O)Nc1cc(Cl)ccc1OC | 0.0 | 2
53 | Cc1ccccc1-n1c(C)c(C(=O)c2ccccc2)c2cc(O)ccc21 | -0.2 | 3
54 | CC(=O)Nc1ccc(N2C(=O)C3C4c5ccccc5C(c5ccccc54)C3C2=O)cc1Cl (configuration not stated) | 0.1 | 9
55 | Cc1n[nH]c(C)c1NC(=O)CN1CCC(O)(c2ccc3c(c2)OCO3)CC1 | 0.1 | 4
56 | CC1CCCCC1NS(=O)(=O)c1ccc2c(c1)oc(=O)n2C (configuration not stated) | -0.1 | -16
57 | COc1ccc(C2CC(c3cccs3)=NN2C(=O)CSc2nnc(CNC(=O)c3ccccc3F)n2CCc2ccccc2)cc1 (configuration not stated) | 0.2 | 2
58 | CSc1ccc(C2C(C#N)=C(N)N(c3sc4c(c3C#N)CCCCC4)C3=C2C(=O)CCC3)cc1 (configuration not stated) | 0.0 | -3
59 | O=C(COc1ncnc2ccccc12)Nc1nccs1 | 0.2 | 10
60 | O=c1[nH]c2ccc(NC(=S)Nc3ccccc3F)cc2[nH]1 | 0.0 | 0

# | TEAD-YAP block | GPR151 ag
49 | 9 | 1.6
50 | -24 | 0.3
51 | -1 | 0.3
52 | 4 | 0.5
53 | -9 | 1.1
54 | -4 | 0.7
55 | 2 | -0.3
56 | 3 | 0.7
57 | 16 | 0.2
58 | -2 | -0.1
59 | -2 | 0.8
60 | 12 | 0.4

Additional results
# | structure | FBW7 act | MITF inh
61 | O=C(CN1CCN(c2ccccc2)CC1)c1ccc2c(c1)CCN2 | 0.0 | 8
62 | CCOC(=O)C(C)Oc1ccc2oc(C)c(C(=O)OCCOC)c2c1 (configuration not stated) | -0.1 | -2
63 | N#CCCN(CCC#N)S(=O)(=O)c1ccc(N)cc1 | 0.1 | -15
64 | CC1(C)OC(c2ccccc2)=C/C(=C/C=Nc2ccccc2C#N)O1 | -0.2 | -13
65 | CC1CCCCC1NC(=O)CCn1c(=S)[nH]c2ccsc2c1=O (configuration not stated) | -0.1 | 8
66 | CC1=C(C(=O)OCc2ccccc2)C(c2ccccc2I)NC(=O)N1C (configuration not stated) | 0.2 | 12
67 | COc1ccc(-c2nc(CS(=O)(=O)CC(=O)N3CCOCC3)c(C)o2)cc1 | -0.2 | 6
68 | O=C(O)Cn1nnc2sc3c(c2c1=O)CCCC3 | 0.0 | 4
69 | O=C1CCCC2=C1C(c1ccc(N3CCCC3)cc1)C1=C(CCCC1=O)O2 | -0.1 | 3
70 | CC(C)n1cnc2c(NCCOc3ccccc3)nc(N3CCC(N4CCOCC4)CC3)nc21 | 0.2 | 2
71 | CC(C)CC(N)C(=O)OCc1ccccc1 (configuration not stated) | -0.1 | -5
72 | COc1cccc(CNC(=O)C2CCCN(C(=O)N3CCOc4ccccc43)C2)c1 (configuration not stated) | 0.3 | -2

# | TEAD-YAP block | GPR151 ag
61 | 20 | -1.7
62 | -8 | -0.4
63 | -1 | -0.3
64 | 22 | 0.0
65 | 0 | 0.4
66 | 18 | -0.5
67 | -4 | -0.4
68 | -2 | 0.8
69 | -2 | -0.8
70 | -7 | 3.1
71 | -12 | -1.2
72 | 0 | 0.6

(cont.)
# | structure | FBW7 act | MITF inh
73 | Cc1ccc(C)c(NC(=O)CS/C(NC(=O)c2ccccc2)=C(\C#N)C(CC(=O)c2ccccc2)c2ccccc2Cl)c1 (configuration not stated) | 0.0 | 17
74 | OCCC1CN(Cc2ccccc2F)CCN1Cc1ccc(F)cc1 (configuration not stated) | -0.1 | -9
75 | O=C(Nc1cc(Oc2ccc(Cl)cc2C2CCCCC2)cc([N+](=O)[O-])c1)c1cnn2c(C(F)(F)F)cc(-c3cccs3)nc12 | 0.2 | 16
76 | CC(=O)N1c2ccc(Br)cc2C2(O)NC(=S)NC12 (configuration not stated) | 0.0 | -9
77 | Cc1cs/c(=N\N=C\c2ccccc2)n1Cc1ccco1 | 0.0 | 11
78 | COC(=O)CCNC(=O)CCc1nnc(Cc2ccc(-c3ccccc3)cc2)o1 | -0.1 | -6
79 | C=CCN1C(=O)CC(C(=O)OC)C12CCN(Cc1ccc(OC)c(OCC)c1)CC2 (configuration not stated) | 0.0 | -14

# | TEAD-YAP block | GPR151 ag
73 | -1 | -0.4
74 | -4 | -0.4
75 | 14 | -0.7
76 | 17 | 0.4
77 | -16 | -0.1
78 | 5 | -0.4
79 | -1 | -0.1
